Assay outcomes (PubChem)
Autophagy mod = alters autophagy in cells | hit rate 0.98% among 190,000 | calls only at 10 µM (by protocol) | MEF GFP-LC3 puncta imaging; test concentration mostly 10 µM;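 active means percentage of spot-positive cells more than 3 SD above its plate mean, without a fluorescence outlier flag or 80% toxicity; inconclusive means no clear call, values can overlap the other calls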;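 further: spot-positive cell cutoff set from DMSO-treated cells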
Yfh1-depleted yeast = enhancers of respiration in Yfh1-depleted yeast, dose response, Friedreich's ataxia, plus single-dose screen (AID 1465); S. cerevisiae Yfh1-off respiration, WST-1 reduction, 72 h; higher fold induction means a stronger effect; fold induction at 50 µM; hits with a dose series show EC50 in µM; hit rate 0.074% among 220,000;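 active means fold induction of absorbance versus untreated yeast above a set limit, then at least 30% activation at any dose in follow-up; inconclusive means repeats straddling the limit, or above it without dose testing; inactive means fold induction below the set limit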;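 further: activators that raise dye reduction in frataxin-depleted yeast; strong numbers were not always called active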
Dynein cargo inh = dynein cargo transport inhibition | 3617.4 mouse cells, GR-EGFP nuclear translocation imaging; test concentration mostly 20 µM; stimulated with dexamethasone, 1 µM; hits give low values | z-score, hits read low | hit rate 0.47% among 220,000 | AID 1381;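 active means plate z-score of nuclear minus cytoplasmic receptor signal below a set negative limit, without overly bright fluorescence or cell loss, cut at about -3.5 in these data, passing the limit was not always enough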;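 further: z-score of nuclear minus cytoplasmic ring GR-EGFP intensity difference per well; some compounds called inactive have numbers as strong as hits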
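medium = tetracycline-free induction medium containing charcoal-stripped FBS | also added = 1.0 µM final dexamethasone stimulus | schedule = 48 h induction, 1 h compound, 30 min dex at 37 °C | technique = fixed, Hoechst-stained cells imaged at 10x for EGFP | measure = GR-EGFP nuclear translocation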
Insulin prom up = MIN6 insulin promoter up-regulation; MIN6 insulin promoter-GFP reporter, high-content imaging; hits give high values; z-score at 5 µM; hit rate 0.3% among 190,000;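 active means z-score above 3 at 5 µM with at least 500 cells counted in the well; inconclusive means wells under 500 cells, flagged as cytotoxic or low count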
HIV peptide binding = cell-free HIV fusion peptide-binding blockers – biochemical, uHTS, fluorescence dequenching, primary screen (AID 1986); hit rate 0.3% among 290,000; one-dose inhibition, % at 20 µM; IC50 in µM for titrated hits; cell-free peptide binding, fluorescence dequenching, 30 min; higher % means a stronger effect; in the data active means inhibition mostly above about 52%, no sharp cut-off; inactive means mostly below about 76%; further: some results filed as inactive read as strong as hits
bCat nuc transl = alters nuclear translocation of beta-catenin in HeLa cells. immunofluorescence imaging. nuclear translocation activity, % at 5 µM. hit rate 0.3% among 190,000;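 active means nuclear translocation activity above 50% at 5 µM, with a well cell count of 50 or more; inconclusive means wells under 50 cells across six images, flagged as toxic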;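 further: per-cell ratio of nuclear to cytoplasmic median beta-catenin stain intensity; plate controls were DMSO negative control for no effect and GSK-3 inhibitor IX positive control for full effect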
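test system = HeLa cells, endogenous beta-catenin | dosing = single 5 µM dose plus 0.02–20 µM confirmation series | times = compound treatment 24 h, 37°C, 5% CO2 | technique = beta-catenin immunofluorescence imaging with DAPI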
MT stabilize HCS = stabilizes microtubules in HeLa cells | HeLa tubulin immunostaining HCS, 24 h; share of cells brighter than vehicle mean+2SD | % tubulin-high responders, % at 10 µM | hit rate 0.83% among 200,000;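 active means plate Z-score above 3 for both tubulin-high and condensed-nucleus cell shares, with cell loss under 80%, at 10 µM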;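 further: anti alpha tubulin signal scored within the nucleus-defined area of each cell; some results filed as inactive read as strong as hits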
AID2073 = disruptors of CaV2.2 binding to Mint1 – biochemical, HTRF (AID 2073); inhibition, % at 20 µM; hits with a dose series show IC50 in µM; hit rate 0.19% among 290,000; HTRF protein-protein interaction, Mint1-CaV2.2; higher % means a stronger effect; in the data active means inhibition mostly above about 51%, no sharp cut-off; inconclusive means no clear call, values can overlap the other calls; inactive means mostly below about 53%; further: some results filed as inactive read as strong as hits
WT yeast gro inh = growth inhibition of WT yeast, mitochondrial fusion screen | mitochondrial fusion phenotypic screen, WT strain | inhibition, % at 10 µM | hit rate 2.1% among 190,000; in the data active means inhibition above about 58%; tested in S. cerevisiae
WT yeast gro inh mutant strain = further read-out of WT yeast gro inh, marked with its call; inhibition, %; mitochondrial fusion phenotypic screen, mutant strain inhibition
Dynein cargo inh cytoplasmic EGFP = recorded beside Dynein cargo inh, whose call it bears; z-score; measured here: cytoplasmic GR-EGFP intensity; hits give high values
Dynein cargo inh nuclear GR-EGFP = also measured in Dynein cargo inh; calls as there; z-score; measured here: nuclear GR-EGFP intensity;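 lower value marks the stronger effect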
Dynein cargo inh cell count = recorded beside Dynein cargo inh, whose call it bears; z-score; measured here: cell count per field
Insulin prom up cell count = second read-out of Insulin prom up, no call of its own (marks repeat the call); cell count; measured here: cytotoxicity, nuclei count;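 total cells summed across four imaged fields per well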
bCat nuc transl cell count 5 µM = recorded beside bCat nuc transl, whose call it bears; cell count; measured here: cell count, cytotoxicity flag
MT stabilize HCS Hoechst-high % = second read-out of MT stabilize HCS, no call of its own (marks repeat the call); % Hoechst-high responders; measured here: nuclear condensation Hoechst responders;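 share of cells brighter than vehicle mean plus two SD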
MT stabilize HCS cytotoxicity % = second read-out of MT stabilize HCS, no call of its own (marks repeat the call); toxicity, %; measured here: cytotoxicity by cell density;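 0% = mean cell density of plate MIN control wells and 100% = no cells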
Autophagy mod cell loss 18 h = further read-out of Autophagy mod, marked with its call; toxicity, %; measured here: cell loss, nuclei count;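 cell loss after 18 h compound exposure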
Starred values were filed as active, the others as inactive; i = inactive; u = inconclusive; x = no result given.

SMILES,Autophagy mod cell loss 18 h,AID2073,Yfh1-depleted yeast,Dynein cargo inh cell count,MT stabilize HCS,Autophagy mod,Insulin prom up cell count,WT yeast gro inh,bCat nuc transl cell count 5 µM,Insulin prom up,HIV peptide binding,WT yeast gro inh mutant strain,MT stabilize HCS Hoechst-high %,Dynein cargo inh,MT stabilize HCS cytotoxicity %,Dynein cargo inh nuclear GR-EGFP,bCat nuc transl,Dynein cargo inh cytoplasmic EGFP
CCC(C)[C@H](N)c1cn([C@@H](Cc2cc3ccccc3[nH]2)C(=O)N2CCNCC2)nn1 (stereo partly drawn),-14.0,6.0%,i,0.145,5.7,i,1358,-5.3,1195,-0.18,1.9%,10.9,2.0,-0.518,9.7,-0.0446,-2.8,-0.264
O=C(N/C(C(=O)N1CCOCC1)=C(\Sc1ncccn1)c1ccccc1)c1ccccc1,-12.7,-13.2%,i,0.26,6.5,i,1304,4.3,605,0.68,0.7%,11.4,1.9,-0.218,8.4,-0.0429,-5.2,-0.238
CC1=CCC(/C=N\Nc2nnc3c(n2)[nH]c2ccccc23)CC1 (stereo not drawn),-5.5,2.8%,i,-0.741,1.8,i,1351,-0.1,864,0.82,-3.9%,-2.8,3.2,1.18,8.8,0.573,0.4,-0.163
O=C(NCc1ccccc1)c1cccc(COc2cccc(Cl)c2)c1,11.6,-9.8%,i,0.527,2.1,i,1661,66.8*,1457,-0.47,-0.7%,31.3*,1.4,-0.205,4.8,0.435,1.5,-0.202
COc1ccc(-c2nc3c4ccccc4ccn3c2CN2CCCCC2)cc1,15.8,2.7%,i,0.942,1.5,i,1241,18.7,1520,-0.91,0.0%,3.2,3.1,-0.886,8.0,-0.835,-0.4,-0.217
CCn1ccc(C(=O)NC2C(=O)N3C(C(=O)O)=C(C)CSC23)n1 (stereo not drawn),-4.6,-10.5%,i,0.327,3.4,i,x,7.1,x,x,-1.7%,4.4,2.2,-0.493,9.4,-0.355,x,-0.191
Cc1ccc(S(C)(=O)=O)cc1S(=O)(=O)Nc1ccccc1,5.4,-4.0%,i,0.883,2.6,i,1301,-5.7,971,0.04,3.0%,-5.8,2.5,-1.15,5.0,-1.03,0.2,-0.312
CC1CN(C(=O)COC(=O)c2cc(Cl)ccc2Cl)CC(C)O1 (stereo not drawn),-7.6,14.9%,i,0.97,2.1,i,1256,15.3,1150,-0.39,-1.1%,1.8,2.3,-0.103,1.1,0.224,-1.6,-0.344
Cc1nc2cc(C(F)(F)F)ccc2n1C,-8.2,-7.0%,i,-0.257,2.8,i,1292,-4.5,1100,-0.3,0.8%,-8.7,2.8,-0.404,4.9,-0.321,0.0,-0.141
Cc1ccccc1N(CC(=O)N/N=C/c1ccccc1Cl)C(=O)c1ccccc1,-7.6,27.4%,i,-2.18,1.3,i,822,2.2,1151,0.85,3.1%,-5.8,1.2,0.861,2.5,1.01,-7.5,0.445
COc1ccccc1NS(=O)(=O)c1cccc(C(=O)NN=C2CCCCCC2)c1,1.1,6.1%,i,0.431,2.6,i,x,-3.4,1092,x,-0.7%,7.7,1.6,-0.756,2.7,-0.346,1.5,-0.181
COc1ccc(NC(=S)NNC(=O)COc2ccc(Cl)cc2Cl)cc1,-10.5,-18.9%,i,-0.892,2.9,i,1514,69.5*,1013,0.41,-0.4%,-3.9*,3.5,1.12,5.4,0.745,0.0,-0.225
COc1cccc(NC(=O)N(Cc2ccco2)C(C)c2cccs2)c1 (stereo not drawn),-13.3,-6.9%,i,0.273,1.3,i,914,-18.0,x,-0.6,0.6%,-4.3,1.8,-0.386,6.8,-0.191,x,-0.265
CC1CC(=O)N(c2ccc(NCCc3ccccc3)c([N+](=O)[O-])c2)C1=O (stereo not drawn),-30.7,0.7%,i,0.212,1.9,i,1272,3.1,1205,1.37,-0.7%,9.1,1.5,0.0163,2.5,0.129,0.0,-0.138
CNc1nc(-c2ccccc2)nc(-c2ccc(OC)cc2)c1C#N,-5.7,u,i,0.179,4.7,i,1299,7.5,1048,0.07,-1.6%,12.4,2.5,0.0234,6.5,0.314,-0.7,-0.335
CCN(c1ccc(OC)cc1)S(=O)(=O)c1ccc2c(c1)CCN2C(=O)CCC(=O)O,-0.7,-8.1%,i,0.404,2.9,i,1747,9.6,1025,0.52,-0.3%,1.0,1.8,-0.96,1.8,-0.617,-0.3,-0.261
CSCCC(NC(N)=O)C(=O)NCc1ccc(Cl)cc1 (stereo not drawn),2.2,-0.5%,i,0.79,2.0,i,815,-2.5,1116,0.96,-0.8%,-4.7,1.6,-0.953,3.7,-0.118,-0.4,1.89
Cc1cc(C)cc(NC(=O)/C(C#N)=C/c2cn(CC(=O)NCc3ccco3)c3ccccc23)c1,-4.9,16.9%,i,0.144,3.3,i,1277,-16.3,872,0.52,1.6%,3.3,3.1,-0.656,4.8,-0.489,0.7,0.268
Cc1nsc(Nc2ccccc2)c1C#N,-0.4,36.6%,i,-0.494,3.6,i,1223,10.1,1093,0.24,2.5%,13.0,2.8,0.337,5.6,1.08,-1.0,0.0204
CN(C)CCCNC(=O)c1cc(C(=O)c2ccc(F)cc2)c[nH]1,8.0,-5.6%,i,0.129,3.8,i,1383,-19.2,1059,-0.39,1.6%,14.1,2.7,0.111,5.3,0.375,0.5,-0.33
COc1ccccc1NC(=O)CCSc1nnnn1C,11.2,0.8%,x,-0.23,1.6,i,1402,-19.4,927,-0.16,-1.8%,-5.0,1.3,0.586,2.8,0.239,-3.2,-0.167
Cc1onc(-c2ccccc2)c1C(=O)NNC(=S)NC(=O)/C=C/c1cccs1,-9.3,-17.3%,i,0.299,2.9,i,1448,-20.2,1116,0.34,-0.5%,-36.2,2.9,-0.992,9.5,-0.669,-0.3,-0.201
CCCCC(=O)N(Cc1nc2sc(C)c(C)c2c(=O)[nH]1)C1CCCC1,-8.4,-6.3%,i,0.15,0.8,i,1374,5.1,913,-0.06,-0.3%,-6.3,0.8,-0.526,4.0,0.0985,-1.7,-0.289
CCCCN(C(=S)NC(=O)c1cc(OC)c(OC)c(OC)c1)c1c(N)n(Cc2ccccc2)c(=O)[nH]c1=O,-10.3,-20.2%,i,-1.1,3.1,i,x,-11.8,957,x,-0.9%,-13.9,3.6,1.84,11.5,0.704,0.3,-0.161
O=C(Nc1ccc([N+](=O)[O-])cc1)C(Cc1ccccc1)N1C(=O)c2cccc3cccc(c23)C1=O (stereo not drawn),18.1,21.0%,i,0.98,13.5,i,1493,2.0,937,-0.7,3.4%,1.2,3.2,-0.42,33.0,0.473,0.7,0.516
C=CCn1c(=O)[nH]c2cc(C(=O)N3CCN(c4cccc(Cl)c4)CC3)ccc2c1=O,6.9,14.0%,x,-1.23,4.0,i,1463,2.3,1430,-1.46,2.3%,-11.5,3.7,0.497,7.8,1.07,-1.4,0.135
Cc1ccccc1Oc1nc(-c2ccccn2)nc2ccccc12,x,-1.5%,i,0.479,x,x,1055,x,1122,0.05,-0.1%,x,x,-1.48,x,-0.646,-0.4,-0.152
CC(Sc1nc(N)cc(=O)[nH]1)C(=O)NC1CCCCC1 (stereo not drawn),-1.6,-8.6%,i,-0.404,4.1,i,1301,-15.8,1102,0.23,1.6%,-24.6,1.7,0.286,5.0,-0.201,0.5,-0.188
COc1cc(C(=O)NC(C)c2cnn(-c3ccccc3C)c2C)cc(OC)c1OC (stereo not drawn),4.3,u,i,-0.237,2.3,i,x,-0.2,1532,x,-1.0%,7.8,1.6,0.0471,6.5,0.353,-0.7,-0.146
Cc1ccccc1OCCOc1ccc([N+](=O)[O-])cc1/C=N/n1cnnc1,47.7,11.0%,i,-0.247,8.8,i,671,-9.2,993,-1.2,4.8%,-25.3,4.6,-0.674,4.5,-0.232,-0.6,-0.186
C=COCCNC(=O)Nc1ccc(Cl)c(Cl)c1,0.4,-3.4%,i,-0.536,1.8,i,x,23.7,987,x,-1.4%,-4.1,2.2,0.798,5.3,0.89,3.1,-0.248
